FBPA coupling cs = coupling enzyme interference in Giardia aldolase counter-screen. coupling enzyme system counterscreen, AmpLite Red fluorescence. activity change, negative = inhibition, % at 58.2 µM, hits read low. AID 2472. actives 0.67% (n = 290,000); in the data active means activity change below about -30%; further: on the % scale 0 is the no-effect control and ±100 the full control effect
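Counterscreen of the coupled detection system alone, without aldolase: glyceraldehyde-3-phosphate coupling enzymes plus AmpLite Red readout. Compounds at 57.5 uM final, 10 min RT preincubation, 20 min RT reaction, fluorescence 525/598 nm.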
B2AR arrestin = beta2AR (human) beta-arrestin recruitment activity | AID 492947 | Potency, µM (doses to about 46.1 µM), without a hit: at the highest dose activation, most hits filed as activators | actives 0.02% (n = 330,000) | P07550 | beta-arrestin recruitment to beta2AR, cell-based reporter;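 further: potency means the concentration at half of the fitted maximal effect; 0% = DMSO controls and full agonism = EC100 isoproterenol or metaproterenol; nearly all actives have a fitted effect of over 65% in size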
Menin MLL FP TR = inhibitors of human menin-MLL interaction, mutant MLL peptide. O00255. Menin + Texas Red MLL mutant peptide, fluorescence polarization. Potency, µM (top dose mostly 61.6 µM), for the others: at the top dose FP activity change, negative = inhibition, usual class: inhibitors. actives 0.23% (n = 270,000). AID 1768; active means well fitted inhibition curve with a large enough effect in the polarisation, with a control signal flat, not every such curve was filed as active; inconclusive means small, poorly fitted or top-dose-only effect, or effect the other way, or a change in a side signal; inactive means no such curve, though single readings can be large or run the other way; the % refers to the polarisation; further: potency means the concentration at half of the fitted maximal effect; % of control where 0% means no effect; many of its hits are not listed in these tables
TSG101-PTAP inh = blocks PTAP/TSG101 interaction to inhibit HIV-1 budding | Fluorescence polarization, FITC-PTAP peptide / Tsg101 binding | 340,000 tested, under 10 active | Potency, µM (top dose mostly 115 µM), for the others: top-dose activity change, negative = inhibition, hits mostly inhibitors; active means well fitted inhibition curve with a large enough effect in the main read-out, with a control signal flat, not every such curve was filed as active; inconclusive means small, poorly fitted or top-dose-only effect, or effect the other way, or a change in a side signal; inactive means no such curve, though single readings can be large or run the other way; further: potency means the concentration at half of the fitted maximal effect; % of control where 0% means no effect
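Fluorescence anisotropy tracks displacement of a FITC-tagged PTAP peptide (50 nM) from the Tsg101 binding domain (10 uM), following a 20 min room-temperature incubation at pH 7.5.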
BCR signal inh = inhibitors of chronic active B-cell receptor signaling; AID 493014; Potency, µM (doses to about 46.1 µM), for the others: at the top dose ratio change, negative = lower green/red ratio, hits mostly inhibitors; ABC-DLBCL IkBa-CBG/CBR reporter, luminescence ratio, 4 h; actives 0.05% (n = 340,000); active means well fitted inhibition curve with a large enough effect in the signal ratio, with a control signal flat, not every such curve was filed as active; inconclusive means small, poorly fitted or top-dose-only effect, or effect the other way, or a change in a side signal; the % refers to the signal ratio;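 further: potency means the concentration at half of the fitted maximal effect; plate controls were basal doxycycline-induced cells for no effect and cells given 10 µM MG132 for full effect; MG132 reads +100%, hits lower the ratio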
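Concentration-response series (up to 46 uM) were applied to TMD8 dual-reporter cells for 4 h at 37C with doxycycline. Green/red ratio, after filter-overlap correction, defined %Activity; red signal alone was normalised to basal cells and zero luminescence.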
ASM inhibitor = blocks human secretory acid sphingomyelinase; actives 0.006% (n = 340,000); placental ASM, HMU-PC fluorogenic substrate, 60 min; Potency, µM (top dose mostly 57.5 µM), for the others: at the top dose activity change, negative = inhibition, hits mostly inhibitors; further: potency means the concentration at half of the fitted maximal effect
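HMU-PC0 cleavage (9 uM final) by human placental ASM, 60 min at 37 °C following 10 min compound exposure at RT; stopped at pH 10, fluorescence Ex 386/Em 447 nm.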
GALK inhibitor = blocks human galactokinase activity; P51570; Purified GALK, Kinase-Glo residual ATP luminescence; Potency, µM (doses to about 57.5 µM), for inactives: at the highest dose activity change, negative = inhibition, usual class: inhibitors; actives 0.007% (n = 270,000); further: potency means the concentration at half of the fitted maximal effect; on the % scale 0 is the no-effect control and ±100 the full control effect
Target sequence (P51570 whole entry, looked up): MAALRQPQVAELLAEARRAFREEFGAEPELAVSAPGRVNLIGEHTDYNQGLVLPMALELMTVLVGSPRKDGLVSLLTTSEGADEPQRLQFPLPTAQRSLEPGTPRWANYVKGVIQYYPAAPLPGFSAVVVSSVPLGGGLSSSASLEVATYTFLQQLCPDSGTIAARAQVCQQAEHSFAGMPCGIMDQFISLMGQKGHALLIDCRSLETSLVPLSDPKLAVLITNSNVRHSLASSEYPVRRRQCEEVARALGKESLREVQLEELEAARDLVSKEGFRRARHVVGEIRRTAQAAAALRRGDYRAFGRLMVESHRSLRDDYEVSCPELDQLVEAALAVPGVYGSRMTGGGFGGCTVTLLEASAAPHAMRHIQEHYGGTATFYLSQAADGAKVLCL
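Luminescence from leftover ATP (Ultra-Glo luciferase/luciferin) served as read-out after a 1 h room-temperature reaction of 5 nM GALK with 35 uM ATP and 100 uM galactose.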
Tb PFK inh = T. brucei PFK enzyme inhibition; AID 485367; T. brucei PFK, ADP-Glo luminescence; actives 0.17% (n = 330,000); O15648; Potency, µM (series often up to 57.5 µM), inactives show top-dose activity, negative = inhibition, actives largely listed as inhibitors;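 further: potency means the concentration at half of the fitted maximal effect; 0% = uninhibited 1x PFK enzyme wells and -100% = no-enzyme wells; nearly all actives have a fitted effect of over 60% in size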
Target sequence (O15648 whole entry, looked up): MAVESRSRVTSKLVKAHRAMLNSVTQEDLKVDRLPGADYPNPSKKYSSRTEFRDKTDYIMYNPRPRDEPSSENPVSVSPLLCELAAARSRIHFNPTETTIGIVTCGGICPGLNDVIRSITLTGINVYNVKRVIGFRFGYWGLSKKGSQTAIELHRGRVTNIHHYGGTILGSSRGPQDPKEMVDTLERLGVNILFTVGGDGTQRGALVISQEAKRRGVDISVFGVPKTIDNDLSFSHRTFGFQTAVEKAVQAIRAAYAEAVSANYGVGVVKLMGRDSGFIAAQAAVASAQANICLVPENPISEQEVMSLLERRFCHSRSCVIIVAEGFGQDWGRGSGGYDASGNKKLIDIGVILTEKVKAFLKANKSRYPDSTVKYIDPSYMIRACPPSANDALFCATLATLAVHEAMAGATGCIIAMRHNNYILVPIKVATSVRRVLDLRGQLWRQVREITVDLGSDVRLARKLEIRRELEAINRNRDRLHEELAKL
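Compounds were pin-transferred as a titration series up to 57 uM into substrate buffer (0.5 mM F6P, 0.1 mM ATP, pH 8.0), then 1.25 nM PFK was added and reactions ran 45 min before ADP-Glo detection.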
Giardia kill = kills Giardia lamblia | activity change, % at 7.66 µM, hits read low | AID 540267 | actives 0.15% (n = 340,000) | Giardia lamblia trophozoite viability; in the data active means activity change below about -80%; inconclusive means between about -30% and that limit;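 further: parasites exposed to compound for two days anaerobically before the ATP read; on the % scale 0 is the no-effect control and ±100 the full control effect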
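Compounds were tested on trophozoites seeded at 100 cells/well and held 48 hrs at 37 deg C anaerobically. An ATP-based luminescent kit measured the remaining live cells.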
a7 integrin act = activates integrin-mediated alleviation for muscular dystrophy | alpha7betagal myoblasts, beta-gal FDG fluorescence, 48 h | Potency, µM (series often up to 38.3 µM), for the others: at the highest dose activation, usual class: activators | actives 0.064% (n = 350,000) | AID 624291;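 further: potency means the concentration at half of the fitted maximal effect; 100% = response of the positive control SU9516; nearly all actives have a fitted effect of over 60% in size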
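alpha7betagal+/- myoblasts (passage 13, 250/well) treated 48 h at 37C with compounds at 1:260 dilution of DMSO stock. Lysed, then beta-galactosidase activity read as FDG fluorescence (ex 480/em 540) after 30 min, with pre-read for autofluorescence.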
PKM2 act = activators of human pyruvate kinase M2; P14618; purified PKM2, Kinase-Glo ATP luminescence, activation; response scale: 0% is enzyme alone, no compound; Potency, µM (titrated, usually from 57.5 µM), for the others: at the top dose activation, most hits filed as activators; actives 0.34% (n = 260,000); AID 1631; further: potency means the concentration at half of the fitted maximal effect; on the % scale 0 is the no-effect control and ±100 the full control effect; nearly all actives have a fitted effect of over 55% in size
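ATP formation by purified human PK-M2, quantified via coupled luciferase luminescence after 1 h at room temperature with 0.1 mM ADP and 0.5 mM PEP final.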
Starred values were filed as active, the others as inactive; ? = inconclusive; · = no result given; [ ] = remark or other dose. Unless noted, the call rests on the fitted dose curve; in most records, active means well fitted curve in the direction sought with a large enough effect; inconclusive means small, poorly fitted or top-dose-only effect, or another doubt; inactive means no such curve, though single readings can be large; an effect the other way counts as inactive or inconclusive. Not all compounds are listed. The share of hits here may be higher or lower than overall.

SMILES | FBPA coupling cs | B2AR arrestin | Menin MLL FP TR | TSG101-PTAP inh | BCR signal inh | ASM inhibitor | GALK inhibitor | Tb PFK inh | Giardia kill | a7 integrin act | PKM2 act
COc1cccc(N2CCN(C(=O)CNC(=O)c3sc4ccccc4c3Cl)CC2)c1 | 3 | 0.5% | 6% | 2% | 1% | · | -2% | 14% | 16 | -33% | -1%
COCCCNS(=O)(=O)c1ccc2c3c(cccc13)C(=O)S2 | 0 | -0.6% | 1% | -8% | -11% | 9% | -5% | -3% | -16 | -10% | 6%
O=C(C1CC1)N1CCN(c2nc3ccccc3s2)CC1 | 2 | -0.1% | 12% | 1% | ? | 1% | 1% | -1% | -6 | 0% | -2%
CCCC(=O)Nc1cc(C(=O)O)ccc1S(=O)(=O)c1ccc(C)cc1 | 7 | -2.4% | -2% | -2% | 1% | 4% | · | 9% | -9 | 1% | 4%
COc1ccc(C2Nc3ccccc3C(=O)N2O)cc1OC (stereo not given) | 2 | -1.0% | -2% | -1% | -7% | 0% | -2% | -1% | -9 | 0% | -3%
O=C(OCc1c(F)cccc1Cl)c1cccc(S(=O)(=O)N2CCOCC2)c1 | · | -0.7% | · | 0% | -3% | 2% | · | 0% | 4 | -18% | ·
O=C(N/N=C/c1ccc[nH]1)c1cc(-c2cccs2)nc2ccccc12 | -4 | 0.4% | ? | -1% | ? | -4% | 1% | -4% | -4 | 20% | 2%
CC(C)CCNC(=O)c1cc(S(=O)(=O)N2CCCCC2)ccc1N1CCOCC1 | 0 | -0.3% | · | -8% | -5% | -1% | 0% | -6% | -6 | -10% | -1%
COc1ccccc1/C=N/NC(=O)C(=O)Nc1ccccc1OC(F)(F)C(F)F | 0 | -1.1% | 18% | 1% | ? | -2% | -1% | -13% | 3 | 4% | -9%
CC(C)OC(=O)[C@H]1[C@H](c2ccc(Cl)cc2)[C@@](C#N)(C(N)=O)[C@@H]2C=CC(C(N)=O)=CN21 | -7 | -0.1% | -23% | -4% | 8% | 8% | -3% | -5% | -7 | ? | 1%
COCCCN(C(=O)CSCc1c(C)noc1C)c1c(N)n(Cc2ccccc2)c(=O)[nH]c1=O | · | -0.3% | · | -1% | -4% | 13% | · | ? | -15 | -8% | ·
COC(=O)CSc1nnc(-c2ccco2)o1 | 1 | -0.2% | 1% | -6% | 10% | -1% | 6% | 0% | -2 | 6% | 0%
Cc1cnc(C(=O)Nc2cccc(S(=O)(=O)N(C)C)c2)cn1 | 0 | -0.2% | 13% | 0% | 7% | 1% | 0% | -10% | 24 | 4% | 4%
O=C(Cc1ccccc1)N1CCN(C(=O)c2ccco2)CC1 | 1 | -0.2% | 2% | -1% | ? | -1% | -2% | -1% | 6 | -3% | 2%
CC(C)OCC(O)CS(=O)Cc1ccccc1 (stereo not given) | 0 | -0.1% | 8% | -10% | 1% | -1% | 0% | -1% | 3 | 9% | -5%
CCC(C)(C)C1CCC2(CC1)NC(=O)N(CC(=O)Nc1nc(-c3ccc(C)cc3)cs1)C2=O (stereo not given) | 1 | -0.5% | -11% | 4% | ? | 0% | 0% | -5% | 4 | -18% | -10%
O=S(=O)(c1cnc[nH]1)N1CCN(c2ccc(Cl)cc2)CC1 | -1 | -0.2% | -5% | -10% | -7% | 0% | 2% | 1% | 2 | -9% | -8%
OCCSc1nc(-c2ccccc2)nc2ccc(F)cc12 | 1 | 0.0% | 0% | -4% | ? | -3% | -1% | 0% | ? | 0% | -3%
O=C(CSc1nnc2ccc(-c3ccc(F)cc3)nn12)NCC1CCCO1 (stereo not given) | · | 0.2% | · | -8% | -3% | 22% | · | 0% | 5 | -6% | ·
COc1ccc(CC(=O)N2CCN(S(=O)(=O)c3cccs3)CC2)cc1OC | 2 | 0.3% | · | 3% | -12% | 5% | 4% | -2% | 11 | 10% | ?
Cn1c(-c2ccc(F)cc2)cc2onc(-c3c(F)cccc3Cl)c2c1=O | · | -0.2% | · | 0% | ? | 14% | · | 3% | -16 | -1% | ·
Cn1cccc1C(=O)c1cccc([N+](=O)[O-])c1 | 4 | 0.3% | 12% | -8% | -9% | -3% | -3% | 2% | 0 | ? | 4%
COc1cc(NC(=O)c2cccs2)cc(OC)c1 | -1 | -0.4% | 8% | -3% | ? | 1% | 0% | -7% | -4 | 1% | -4%
O=C(Nc1cccc(F)c1)c1cccnc1N1CCOCC1 | 2 | 0.5% | 5% | -4% | 6% | 3% | -1% | 1% | 3 | 25%[7.66 µM] | -4%
O=C(O)c1ccccc1-c1ccccc1C(=O)Nc1ccccc1Br | · | 0.2% | · | -2% | 3% | 4% | -3% | -3% | 0 | 21% | ·
COc1ccc(NC(=O)NNS(=O)(=O)c2ccc(Br)cc2)cc1 | 3 | 0.3% | -11% | 0% | 2% | 2% | -2% | 6% | -9 | 0% | 3%
Cc1ccc(C2(C(F)(F)F)NC(=O)N3CCN=C3S2)cc1 (stereo not given) | -4 | 0.0% | 9% | 1% | ? | 1% | -1% | -10% | -8 | -44% | -6%
CCCCCCC(=O)Nc1c(O)c2ccccc2[nH]c1=O | 0 | -0.2% | 12% | -11% | 0% | -2% | 0% | 1% | -17 | -6% | -10%
CN(CC(=O)N1CCc2[nH]c3ccc(F)cc3c2C1)CC1OCCO1 | 1 | 0.4% | 6% | -8% | -1% | 3% | -1% | -14% | 6 | -11% | 0%
COc1ccc(C2=Nn3c(nnc3-c3ccccc3OC)SC2)cc1OCC1CC1 | · | -0.1% | · | -6% | ? | -12% | · | -2% | 34[activator] | · | ·
O=C(NCC1CCCO1)/C(=C\c1cccc([N+](=O)[O-])c1)NC(=O)c1ccccc1 (stereo not given) | 2 | -0.1% | 17% | 0% | 4% | 3% | 0% | -1% | -25 | -11% | 0%
COc1cc(/C=C2\S/C(=N/S(=O)(=O)Cc3ccccc3)NC2=O)c([N+](=O)[O-])cc1OC | 20 | 0.0% | · | -4% | 27% | 0% | 0% | -5% | -16 | 0% | ?
COCCCNC(=O)c1ccc(CS(=O)(=O)c2cccc(C(F)(F)F)c2)o1 | -2 | 0.3% | 1% | 1% | ? | 2% | -3% | -1% | -8 | -10% | ·
Cc1sc2ncnc(SCC(=O)c3ccc(Cl)s3)c2c1C | -4 | 0.3% | 28% | · | 4% | · | 5% | -7%[0.46 µM] | · | · | -7%
OCCn1ccc(-c2ccccc2OCc2ccc(F)cc2)n1 | 1 | 0.2% | -17% | -5% | 0% | -1% | 7% | 1% | 3 | 11% | ·
COc1ccc(-c2cc(C(=O)Nc3ccc(OC)c(OC)c3)no2)cc1 | 1 | -0.5% | 26% | 1% | -4% | 4% | 3% | -1% | -13 | -27% | ·
CCNC(=O)C(=O)NCC(c1cccs1)S(=O)(=O)c1ccc(C)cc1 (stereo not given) | 0 | -1.0% | 12% | -9% | -5% | -3% | 7% | -4% | 6 | -2% | 3%
CCOC(=O)c1ccc(NC(=O)CSc2nnc(CNc3ccc(OC)cc3)n2C)cc1 | -27 | 0.3% | -3% | -1% | 8% | -1% | 3% | 2% | -5 | -27% | 23%
CCCS(=O)(=O)N1CCCC(C(=O)NCC2CCCO2)C1 (stereo not given) | -1 | 0.4% | 8% | -2% | 4% | -1% | 0% | 4% | 11 | -8% | -1%
CCc1cc(C(=O)NCCN(C)C)cs1 | 0 | -0.1% | 18% | -4% | ? | 2% | 0% | -6% | -6 | 11%[7.66 µM] | 2%
